# CHO-K1 Ca PAM: nonselective activator or artifact in parental CHO-K1 calcium assay; ATP EC20, Fluo-8 calcium fluorescence; 0% at ATP EC20, 100% at ATP max; activation, % at 3 µM; 360,000 tested, 0.02% active; AID 602247;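 active = activation above the run cutoff, the mean activation of all test compounds plus 3 SD, cut at about 40% in these data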;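 also: peak over basal fluorescence ratio in a 140 s read after ATP addition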
# TAAR1 agonist: agonists of human TAAR1; activation, % at 3 µM; Q96RJ0; 360,000 tested, 0.99% active; CHO RD-HGA16 TAAR1, Fluo-8 calcium fluorescence; vehicle wells 0%, saturating PEA agonist 100%; AID 624467;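 active = activation above the mean activation of all test compounds in the run plus 3 SD, cut at about 38% in these data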
# Target sequence (Q96RJ0 whole entry, looked up): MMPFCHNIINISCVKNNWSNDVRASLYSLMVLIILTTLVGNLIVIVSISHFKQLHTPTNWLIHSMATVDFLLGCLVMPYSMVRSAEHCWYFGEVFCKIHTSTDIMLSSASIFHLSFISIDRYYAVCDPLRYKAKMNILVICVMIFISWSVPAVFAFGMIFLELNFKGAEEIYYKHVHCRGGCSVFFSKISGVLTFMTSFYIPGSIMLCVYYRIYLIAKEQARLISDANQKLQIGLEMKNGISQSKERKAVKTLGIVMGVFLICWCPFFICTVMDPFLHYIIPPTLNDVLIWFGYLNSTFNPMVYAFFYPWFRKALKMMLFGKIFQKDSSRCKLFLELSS
#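 Signal – calcium-sensitive Fluo-8 signal, excitation 470-495, emission 515-575 nm · System – RD-HGA16 (CHO) cells co-expressing Gα16 and hTAAR1 · Incubation – 17-24 h seeding, 75 min 37 °C dye, 30 min RT · Compound dosing – 3 µM single concentration · Repeats – no replicates (n 1)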
# CHO-K1 Ca antag: counter-screen for M1 antagonists: effect in parental CHO-K1 cells. ATP-induced calcium, Fluo-8 fluorescence. inhibition, % at 3 µM. 360,000 tested, 0.6% active. AID 602250;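 active = inhibition above a per-plate cutoff, the plate's mean sample inhibition plus 3 SD, cut at about 24% in these data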;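 also: 0% = DMSO plus EC80 ATP and 100% = DMSO alone without ATP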
# TAAR1 antag: human TAAR1 antagonism | Q96RJ0 | CHO RD-HGA16 TAAR1, Fluo-8 calcium fluorescence, antagonist | inhibition, % at 3 µM | 360,000 tested, 1.5% active | AID 624466;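 active = inhibition above a per-plate cutoff, the mean inhibition of test compounds on that plate plus 3 SD, cut at about 49% in these data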;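 also: 0% = DMSO plus EC80 beta-PEA response and 100% = DMSO alone without agonist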
#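 Material: RD-HGA16 CHO cells with stable hTAAR1 and Gα16; Dosing: single nominal final test compound concentration of 3 µM; Schedule: seeding 17-24 h prior, 75-min 37 °C, 30-min RT dye loading; Detection: kinetic Fluo-8 calcium fluorescence measurement; Measure: % inhibition from peak post-agonist over basal fluorescence ratio; Benchmarks: vehicle and agonist controls.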
# CHO-K1 Ca ag: counter-screen for M1 agonists: effect in parental CHO-K1 cells. Fluo-8 calcium fluorescence; scaled to maximal ATP response, vehicle zero. activation, % at 3 µM. 360,000 tested, 0.48% active. AID 602248; in the data active = activation above about 15%;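 also: untransfected CHO-K1 host cells lacking M1 receptor as counterscreen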
# CHO parental Ca: signal in parental CHO cells, OX1R antagonist counter-screen. parental CHO-K1, ATP-induced calcium, Fluo-8 fluorescence. inhibition, % at 5.6 µM. 330,000 tested, 0.63% active. AID 463079;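 active = inhibition above that plate's mean sample inhibition plus 3 SD, cut at about 26% in these data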;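 also: 0% = ATP-challenged DMSO wells and 100% = DMSO wells without ATP; some compounds past the cut are filed as inactive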
#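 Assay system: untransfected parental CHO cell line. Also added: ATP agonist challenge. Dosing: one dose, 5.6 µM nominal. Measured by: Fluo-8 fluorescence. Read-out: % inhibition. Benchmarks: ATP wells versus no-ATP DMSO wells. Repeats: no replicates.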
# V1aR counter: V1a receptor agonism, counter-screen for OXTR agonists | P37288 | CHO-V1R cells, Fluo-8 calcium fluorescence, agonist mode; 0% DMSO, 100% 3 nM vasopressin | activation, % at 3 µM | 320,000 tested, 0.25% active | AID 2797;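 active = activation above the mean activation of all tested compounds plus 3 SD, per screening run, cut at about 20% in these data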;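 also: signal is peak over basal fluorescence ratio across a 100 second FLIPR read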
# OXTR potentiator: human OXTR potentiation | CHO-OTR cells, Fluo-8 calcium fluorescence, potentiator mode; 0% = oxytocin EC15, 100% = EC100 | 320,000 tested, 0.061% active | AID 2445 | activation, % at 3 µM;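 active = activation above that plate's cutoff, the mean activation of tested compounds plus 3 SD, cut at about 6.6% in these data, passing the limit was not always enough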;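 also: 100% uses oxytocin at 75 nM as the full agonist control; some results filed as inactive read as strong as hits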
# Target sequence (P30559 whole entry, looked up): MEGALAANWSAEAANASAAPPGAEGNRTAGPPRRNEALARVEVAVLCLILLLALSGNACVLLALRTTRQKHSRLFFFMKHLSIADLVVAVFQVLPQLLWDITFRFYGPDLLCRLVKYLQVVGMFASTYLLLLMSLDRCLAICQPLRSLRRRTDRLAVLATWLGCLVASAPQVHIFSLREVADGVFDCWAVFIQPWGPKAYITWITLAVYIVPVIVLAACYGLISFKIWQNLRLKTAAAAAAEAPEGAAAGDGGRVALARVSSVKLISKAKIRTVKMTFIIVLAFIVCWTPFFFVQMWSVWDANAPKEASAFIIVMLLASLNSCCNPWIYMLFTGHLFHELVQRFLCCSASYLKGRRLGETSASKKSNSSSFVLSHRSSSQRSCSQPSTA
#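 Material: human OTR in CHO cells. Compound: 3.0 µM, one dose. Timing: compound 6 min at room temperature before oxytocin, 100 s read. Evaluation: % activation of max/min ratio relative to oxytocin controls. Replication: single well per compound, singlicate. Signal: Fluo-8 calcium dye fluorescence.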
# CHRM1 agonist: human M1 muscarinic receptor agonism | P11229 | CHO-K1 hM1, Fluo-8 calcium fluorescence, agonist mode; 0% DMSO, 100% acetylcholine EC100 | activation, % at 3 µM | 360,000 tested, 0.33% active | AID 588814;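 active = activation above the run's mean compound activation plus 3 SD, cut at about 16% in these data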;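 also: peak over basal fluorescence ratio within a 140 s kinetic read after compound addition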
# Starred values were filed as active, the others as inactive; . = no result given. Compounds as they come; 3.3% or so of the library scored in one or more.
# Each structure is followed by: CHO-K1 Ca PAM, TAAR1 agonist, CHO-K1 Ca antag, TAAR1 antag, CHO-K1 Ca ag, CHO parental Ca, V1aR counter, OXTR potentiator, CHRM1 agonist
> C/C(=N/NC(=O)CNC(=O)c1ccncc1)c1ccco1
  -9.1, 1.0, -5.8, -25.2, 0.1, -12.8, -0.4, -5.5, -1.2
> CC(C)COC(=O)N1CC(O)CC1C(=O)O (configuration not stated)
  4.8, 11.9, -1.5, -0.3, 0.6, -2.5, -0.2, -2.2, -2.4
> CN1CCCC1CCNC1C2CC3CC(C2)CC1C3 (configuration not stated)
  -2.1, 2.4, -9.4, 13.7, 0.2, 4.3, -0.3, 3.5, -14.8
> CSc1ccccc1NC(=O)CN(Cc1ccccc1)S(C)(=O)=O
  -2.8, 5.5, -5.2, 14.4, 1.1, -8.4, 1.3, -9.5, -3.5
> CCCNC(=O)C(CC)NS(=O)(=O)c1ccc(OC)cc1 (configuration not stated)
  10.3, 11.2, -15.2, -7.7, 0.8, -5.6, -0.3, -4.2, -3.0
> O=C(c1ccccc1)N1CCCCC(S(=O)(=O)c2ccc3ccccc3c2)C1=O (configuration not stated)
  9.6, 2.6, -18.8, -1.9, 4.1, -17.4, -0.1, -8.5, -4.3
> CN(c1ccc(C(=O)N2CCCCC2)cc1)S(C)(=O)=O
  13.2, 3.9, -2.8, -9.4, 0.6, -0.8, 0.7, 1.2, -0.5
> Cc1cc(NC(=O)c2c([N+](=O)[O-])cnn2C)no1
  16.2, 4.0, -0.8, 14.8, 0.1, -5.2, 0.2, -1.2, -4.8
> COCCn1c(=S)[nH]c2cc(C(=O)NCC3CCCO3)ccc2c1=O (configuration not stated)
  -10.3, ., 8.4, ., 0.7, -8.5, 0.2, -2.0, -1.9
> CC1=C(C(=O)N2CCOCC2)CC(CC(=O)NCc2cccc3ccccc23)C(=O)N1Cc1ccc(C(C)(C)C)cc1 (configuration not stated)
  3.8, 2.9, 11.1, 33.4, 2.0, ., ., ., -2.4
> CC(C)(C)NC(=O)N1c2ccccc2Sc2ccccc21
  -3.2, 4.4, -1.8, -19.8, -1.6, -13.6, -1.6, -4.1, -9.7
> Cc1c(C(=O)NCc2ccc([N+](=O)[O-])cc2)sc(=O)n1Cc1ccc2c(c1)OCO2
  13.3, 104.5*, -6.0, 74.3*, 11.0, ., ., ., 18.7*
> COc1ncc(-c2ccc(N3C(c4ccsc4)=Cc4ccc(F)cc4C3CC(=O)c3ccco3)cc2)cn1 (configuration not stated)
  7.8, 0.3, -2.9, -4.5, 0.5, ., ., ., .
> Cn1c(=O)c2nc(NCc3ccccc3)sc2n(C)c1=O
  0.2, -0.5, -5.2, -12.1, -0.5, ., ., ., 1.2
> C[C@H](CO)N1C[C@H](C)[C@H](CN(C)C(=O)Nc2ccc(F)cc2)OCc2ccccc2-c2c(n(C)c3ccccc23)C1=O
  8.0, 19.7, -7.2, -25.0, 0.5, ., ., ., -6.8
> O=C(c1ccco1)N1CCN(C(=S)Nc2ccccc2Cl)CC1
  -13.3, 3.5, 7.0, -12.8, -0.2, -1.4, 0.1, -8.0, 0.8
> Cc1nnsc1-c1nnc(SCC(=O)c2ccc(F)cc2)n1C1CC1
  17.4, 0.1, -7.2, -9.6, 6.1, -12.3, 0.2, -1.5, -1.7
> COc1ccc(CN(C(=O)c2snc(C(N)=O)c2N)C(C(=O)NC(C)(C)C)c2ccco2)cc1 (configuration not stated)
  -1.8, ., -17.8, ., 1.4, -13.6, -1.1, -6.6, -5.8
> COc1ccc(S(=O)(=O)N2CCCCC2)cc1NC(=O)CCNC(=O)c1ccco1
  5.2, 1.1, -0.3, -16.0, 0.2, ., ., ., -5.0
> Cc1c(O)ccc2c(CC(=O)N[C@@H](Cc3c[nH]c4ccccc34)C(=O)O)cc(=O)oc12
  13.2, -0.8, -14.1, -6.4, 0.8, 2.7, 3.4, -13.3, -4.1
> CC(C)COc1cccc(-c2cc(C(=O)Nc3ccon3)c3ccccc3n2)c1
  15.0, 7.3, -16.7, 30.9, 0.5, -23.8, 0.4, -10.4, -2.9
> Cc1c(Br)c([N+](=O)[O-])nn1C(C)C(=O)NCc1cccs1 (configuration not stated)
  -14.0, 0.2, -2.6, -9.1, 0.2, -17.7, 1.0, 5.8, -5.3
> CCc1nnc(NC(=O)C2=CCN(S(=O)(=O)c3ccccc3)CC2)s1
  22.6, 2.3, -16.4, -34.9, 1.3, -10.3, -0.3, -1.8, -2.8

# Filtered by structure: the compounds so far containing two or more sulfur atoms (three)
# Each structure is followed by: CHO-K1 Ca PAM, TAAR1 agonist, CHO-K1 Ca antag, TAAR1 antag, CHO-K1 Ca ag, CHO parental Ca, V1aR counter, OXTR potentiator, CHRM1 agonist
> CSc1ccccc1NC(=O)CN(Cc1ccccc1)S(C)(=O)=O
  -2.8, 5.5, -5.2, 14.4, 1.1, -8.4, 1.3, -9.5, -3.5
> Cc1nnsc1-c1nnc(SCC(=O)c2ccc(F)cc2)n1C1CC1
  17.4, 0.1, -7.2, -9.6, 6.1, -12.3, 0.2, -1.5, -1.7
> CCc1nnc(NC(=O)C2=CCN(S(=O)(=O)c3ccccc3)CC2)s1
  22.6, 2.3, -16.4, -34.9, 1.3, -10.3, -0.3, -1.8, -2.8

# Some entries already given, reduced to CHO-K1 Ca antag, CHO-K1 Ca ag and OXTR potentiator.
SMILES	CHO-K1 Ca antag	CHO-K1 Ca ag	OXTR potentiator
COc1ncc(-c2ccc(N3C(c4ccsc4)=Cc4ccc(F)cc4C3CC(=O)c3ccco3)cc2)cn1 (configuration not stated)	-2.9	0.5	.
Cn1c(=O)c2nc(NCc3ccccc3)sc2n(C)c1=O	-5.2	-0.5	.
C[C@H](CO)N1C[C@H](C)[C@H](CN(C)C(=O)Nc2ccc(F)cc2)OCc2ccccc2-c2c(n(C)c3ccccc23)C1=O	-7.2	0.5	.

# Of the compounds above, these have an aryl thioether with sulfur outside any ring:
# Each structure is followed by: CHO-K1 Ca PAM, TAAR1 agonist, CHO-K1 Ca antag, TAAR1 antag, CHO-K1 Ca ag, CHO parental Ca, V1aR counter, OXTR potentiator, CHRM1 agonist
> CSc1ccccc1NC(=O)CN(Cc1ccccc1)S(C)(=O)=O
  -2.8, 5.5, -5.2, 14.4, 1.1, -8.4, 1.3, -9.5, -3.5
> Cc1nnsc1-c1nnc(SCC(=O)c2ccc(F)cc2)n1C1CC1
  17.4, 0.1, -7.2, -9.6, 6.1, -12.3, 0.2, -1.5, -1.7

# Assay outcomes deposited in PubChem BioAssay by The Scripps Research Institute Molecular Screening Center.
